# GoLoco inh red – inhibitors of human Gai1-RGS12 GoLoco interaction (red fluorophore); AID 880; Potency, µM (doses to about 61.6 µM), for the others: at the top dose activity, negative = inhibition, actives largely listed as inhibitors; Gai1:RGS12 GoLoco peptide FP, rhodamine, 10 min; 230,000 tested, 0.44% active; P63096; active = well fitted inhibition curve with a large enough effect, not every such curve was filed as active; inactive = no such curve, though single readings can be large or run the other way; note: % is set by controls: 0 for no effect and ±100 for the full control effect; nearly all actives have a fitted effect of over 30% in size; many of its hits are not listed in these tables
# Target sequence (P63096 whole entry, looked up): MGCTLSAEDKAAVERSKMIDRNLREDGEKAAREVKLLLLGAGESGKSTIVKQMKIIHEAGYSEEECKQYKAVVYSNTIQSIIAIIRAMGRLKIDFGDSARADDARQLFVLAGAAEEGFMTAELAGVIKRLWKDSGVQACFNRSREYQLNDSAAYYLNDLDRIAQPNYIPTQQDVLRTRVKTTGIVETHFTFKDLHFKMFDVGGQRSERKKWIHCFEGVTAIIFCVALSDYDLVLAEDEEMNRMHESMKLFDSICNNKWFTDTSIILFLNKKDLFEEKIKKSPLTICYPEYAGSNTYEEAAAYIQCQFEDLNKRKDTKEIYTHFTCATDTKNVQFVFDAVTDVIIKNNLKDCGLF
# JMJD2E inh – blocks human JMJD2E demethylase activity. 230,000 tested, 1.6% active. JMJD2E catalytic domain, FDH-coupled NADH fluorescence (FDH is formaldehyde dehydrogenase). B2RXH2. AID 2147. Potency, µM (top dose mostly 57.1 µM), without a hit: top-dose activity change, negative = inhibition, hits mostly inhibitors; active = well fitted inhibition curve with a large enough effect, not every such curve was filed as active; inconclusive = small, poorly fitted or top-dose-only effect, or another doubt; inactive = no such curve, though single readings can be large or run the other way;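 note: 0% = wells with enzyme and -100% = buffer wells without enzyme; nearly all actives have a fitted effect of over 50% in size; many of its hits are not listed in these tables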
# Target sequence (B2RXH2 1-337 limits assumed): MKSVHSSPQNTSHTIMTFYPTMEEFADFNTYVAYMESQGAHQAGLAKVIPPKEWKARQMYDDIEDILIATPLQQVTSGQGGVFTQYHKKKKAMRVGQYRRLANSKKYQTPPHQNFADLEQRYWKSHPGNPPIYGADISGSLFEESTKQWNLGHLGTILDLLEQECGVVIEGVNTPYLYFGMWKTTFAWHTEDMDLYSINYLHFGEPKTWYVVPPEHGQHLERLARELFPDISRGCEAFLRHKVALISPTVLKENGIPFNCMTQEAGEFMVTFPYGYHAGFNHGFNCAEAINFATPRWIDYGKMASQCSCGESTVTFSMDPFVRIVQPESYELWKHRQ
# SMN2 splice enh – SMN2 splice variant enhancement; HEK293 SMN2-luciferase splicing reporter, luminescence, 30-36 h; Potency, µM (series often up to 46.1 µM), for the others: top-dose activity change, positive = activation, usual class: activators; 210,000 tested, 2.8% active; note: % of control where 0% means no effect; nearly all actives have a fitted effect of over 55% in size
#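 qHTS luciferase splicing reporter: luminescence rises when SMN2 exon 7 is included in transfected HEK293 cells. Compound exposure lasted 30-36 h at 37C, with 4.5 mM final sodium butyrate as control, followed by a ONE-Glo read.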
# ALDH1A1 block – ALDH1A1 (human) enzyme inhibition. Potency, µM (series often up to 75.3 µM), inactives show at the highest dose activity, negative = inhibition, actives largely listed as inhibitors. AID 1030. 220,000 tested, 7.3% active. Purified ALDH1A1, NADH fluorescence, propionaldehyde substrate. P00352; active = well fitted inhibition curve with a large enough effect, not every such curve was filed as active; inconclusive = small, poorly fitted or top-dose-only effect, or another doubt; inactive = no such curve, though single readings can be large or run the other way;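 note: plate controls were no enzyme wells and a reference inhibitor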
# aGlu spleen mod – inhibits or activates alpha-glucosidase in human spleen homogenate | P10253 | human spleen homogenate, 4-MU-alpha-glucoside fluorescence | Potency, µM (doses to about 79.9 µM), inactives show top-dose activity change, negative = inhibition, usual class: inhibitors | 240,000 tested, 0.006% active | AID 2112;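 note: 0% = enzyme with vehicle and -100% = no enzyme basal signal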
#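 Enzyme source: human spleen homogenate, 1 ug/well. Buffer 50 mM citric acid/K phosphate pH 5.0, 0.01% Tween-20. 4-MU-alpha-glucoside 1 mM; 37 C x 40 min; NaOH/glycine stop; fluorescence.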
# GAA inh – alpha-glucosidase (human) inhibition; Potency, µM (highest dose often 76.9 µM), for inactives: at the highest dose activity change, negative = inhibition, most hits filed as inhibitors; 200,000 tested, 0.005% active; P10253; purified human GAA, 4-MU-alpha-glucoside fluorescence;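 note: plate controls were uninhibited enzyme wells for no effect and no-enzyme background for full effect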
#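 Read-out is 4-methylumbelliferone fluorescence (Ex 365/Em 440 nm) after NaOH/glycine stop at pH 10. Enzyme 4 nM, substrate 400 uM, pH 5.0 citrate buffer, 20 min room temperature; AC50 from Hill-equation concentration-response.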
# GAA glycogen – inhibitors or activators of human alpha-glucosidase glycogen cleavage | P10253 | recombinant GAA, glycogen substrate, Amplex Red glucose oxidase fluorescence | Potency, µM (doses to about 76.4 µM), for inactives: at the highest dose activity change, negative = inhibition, most hits filed as inhibitors | 300,000 tested, 0.38% active;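 note: 0% = full enzyme reaction and -100% = no-enzyme basal signal; the screen sought inhibitors and activators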
#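 Recombinant human alpha-glucosidase (4 nM final) hydrolysed bovine liver glycogen (30 ug) for 40 min at 37 C in pH 5.0 citrate/phosphate with 0.01% Tween-20. Released glucose detected by glucose oxidase/Amplex Red, Ex 573/Em 610 nm. Compounds up to 77 uM; AC50 from Hill fits.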
# aGal spleen mod – inhibits or activates alpha-galactosidase in human spleen homogenate; human spleen homogenate, 4MU-alpha-Gal fluorescence, 40 min; Potency, µM (top dose mostly 80 µM), without a hit: at the highest dose activity change, negative = inhibition, hits mostly inhibitors; 240,000 tested, 0.008% active;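 note: 0% = enzyme with vehicle and -100% = no enzyme basal signal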
# Target sequence (P06280 32-429 limits assumed): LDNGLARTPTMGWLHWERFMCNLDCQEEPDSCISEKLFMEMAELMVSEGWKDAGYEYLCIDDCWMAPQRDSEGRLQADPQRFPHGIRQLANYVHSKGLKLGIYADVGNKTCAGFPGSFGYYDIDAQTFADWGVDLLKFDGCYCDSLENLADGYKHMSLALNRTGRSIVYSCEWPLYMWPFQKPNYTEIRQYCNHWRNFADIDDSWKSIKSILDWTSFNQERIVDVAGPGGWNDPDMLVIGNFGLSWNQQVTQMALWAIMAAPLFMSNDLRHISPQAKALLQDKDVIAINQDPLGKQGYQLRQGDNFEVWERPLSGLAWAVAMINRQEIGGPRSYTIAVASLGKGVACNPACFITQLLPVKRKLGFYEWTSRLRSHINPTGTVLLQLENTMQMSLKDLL
#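 qHTS titration in buffer at pH 5.0. Alpha-galactosidase activity in spleen homogenate was measured via 4-methylumbelliferone release from 1 mM fluorogenic substrate after 40 min at 37C and a pH 10 stop. AC50 came from Hill fits of control-normalized data.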
# * = called active by the depositor; ? = inconclusive; nt = not tested or not shown; & = joins results of further samples; [ ] = remark or other dose. Unless noted, calls come from the whole dose curve; as a rule, active = well fitted curve in the direction sought with a large enough effect; inconclusive = small, poorly fitted or top-dose-only effect, or another doubt; inactive = no such curve, though single readings can be large; an effect the other way counts as inactive or inconclusive. Potency is the fitted concentration of half-maximal effect. Some of the compounds tested, so the mix of outcomes need not match the whole.
SMILES,GoLoco inh red,JMJD2E inh,SMN2 splice enh,ALDH1A1 block,aGlu spleen mod,GAA inh,GAA glycogen,aGal spleen mod
O=C(NCCC1=CCCCC1)C1CCN(C(=O)Cc2ccccc2)CC1,16%,-5%,nt,5µM*,3%,-7%,-13%,2%
IC(I)I,14µM*,nt,5%,13µM*,5%,nt,nt,-2%
COc1ccccc1-c1cc(C(=O)Nc2c(C)n(C)n(-c3ccccc3)c2=O)no1,-7%,-3%,-7%,-6%,-12%,-1%,-7%,-3%
O=C(NNC1=C(C(=O)C(F)(F)F)CCC1)c1ccccc1O,2%,6%,-24%,-2%,0%,-25%,?,3%
O=C(CSc1ncnc2c1nnn2Cc1ccc(F)cc1)NC1CCCCC1,2%,-2%,-14%,19%,nt,-3%,0%,5%
CCCc1cc(C(=O)Nc2cccc(Cl)c2)no1,9%,-4%,16%,11%,-3%,3%,1%,1%
Cc1nc(Oc2ccccc2)c2ccccc2n1,5%,11%,7%,6%,4%,4%,-3%,6%
Cc1ccc(Cn2ncc3c(N4CCN(C5CCCC5)CC4)ncnc32)cc1,-4%,-10%,nt,-5%,0%,6%,11%,-6%
O=C(CSc1ccc2ccccc2c1)NCCCN1CCCC1=O,-1%,8%,-5%,-4%,-3%,-9%,10%,-3%
CCNC(=O)c1c(NC(=O)C2COc3ccccc3O2)sc2c1CCCC2 (configuration not stated),12%,-1%,-4%,7%,-4%,-1%,-2%,-8%
Clc1ccc(N2N=C(c3cccs3)CC2c2ccco2)cc1 (configuration not stated),5%,?,-11%,?,?,?,-8%,?
O=C(OCc1ccccc1)c1cn(-c2ccccc2)nc1-c1ccncc1,2%,-18%,-2%,20µM*,-1%,-1%,1%,7%
CCCCN(CC)S(=O)(=O)c1ccc(C(=O)Nc2nnc(-c3cccs3)o2)cc1,8%,25µM*,-90%[inhibitor],?,-4%,-7%,4%,-5%
CCNc1nc(C)c(CN(C(C)=O)c2ccccc2)nc1C#N,21%,?,-12%,?,22%,?,3%,?
CC(=O)C1=C(O)C(=O)N(c2ccc(C)cc2)C1c1ccccn1 (configuration not stated),6%,2%,10%,?,-6%,-4%,-1%,-1%
CCOC(=O)c1c(CN2CCN(Cc3ccccc3)CC2)n(C)c2cc(Br)c(OC)cc12,9%,1%,2%,9%,3%,-3%,3%,-1%
Cc1nn(C)c(=S)n1-c1ccc(Cl)cc1,-5%,-7%,6%,15%,-13%,7%,28%,2%
Cc1ccc(NC(=O)C2CCCN(S(=O)(=O)c3cccs3)C2)cc1 (configuration not stated),0%,3%,-14%,-10%,-19%,-6%,1%,-7%
CN(C)S(=O)(=O)N1CCCN(S(=O)(=O)N(C)C)CC1,6%,5%,-7%,2%,4%,?,-1%,9%
CC(C)(C)C(=O)NC(=S)NNC(=O)c1sc2ccccc2c1Cl,9%,-13%,-86%[inhibitor],?,-1%,-27%,?,2%
Fc1ccccc1NC(=S)NCc1ccc2c(c1)OCO2,6%,4%,29%,-14%,11%,9%,-2%,11%
CCc1cc2c(N3CCN(c4ccccc4)CC3)ncnc2s1,-5%,-3%,-49%[inhibitor],-8%,8%,4%,-5%,15%
CCc1c(C(C)S(=O)(=O)c2ccc(C)cc2)[nH]c(=O)n1-c1ccc(C)cc1 (configuration not stated),-34%,-16%,-11%,?,2%,-6%,-6%,3%
COc1ccc(-c2nsc3c(N4CCCC4)ncnc23)cc1,9%,?,?,4%,-12%,6%,-6%,-24%
Cc1cc2c(OCC(O)CNC3CCCCC3)cccc2[nH]1 (configuration not stated),7%,-16%,3%,3%,0%,-11%,-6%,-2%

# More structures:
SMILES,GoLoco inh red,JMJD2E inh,SMN2 splice enh,ALDH1A1 block,aGlu spleen mod,GAA inh,GAA glycogen,aGal spleen mod
O=C(Cn1cnc2ccccc2c1=O)NCc1ccc2c(c1)OCO2,-7%,12%,-2%,-14%,5%,-4%,11%,5%
Cc1cccc(Oc2ncnc(N)c2[N+](=O)[O-])c1,2%,18%,-1%,11%,9%,1%,-9%,1%
Cc1nnc2n(C3CCCCC3)c(=O)c3c4c(sc3n12)COC(C)(C)C4,3%,2%,5%,3%,-3%,4%,2%,-9%
O=C(COc1ccc(Cl)cc1Cl)Nc1cccnc1,-6%,2%,-9%,7%,8%,3%,-2%,1%
CCN(CC)C(=O)Oc1cc(COC)nc(-c2ccccc2)n1,4%,7%,nt,nt,-3%,nt,4%,0%
CC(C)Cn1c(=O)n(C)c(=O)c2[nH]cnc21,11%&2%&0%&-6%&-1%,4%&7%&7%&6%,4%&-9%&16%&16%,1%&-3%&5%&1%,1%&-3%&5%&-3%&-6%&5%,nt,3%,22%&-8%&-26%&9%&-7%&4%
CCCC(=O)N=C1SC2CS(=O)(=O)CC2N1c1ccc(CC)cc1 (configuration not stated),-2%,-4%,-1%,-2%,6%,7%,5%,0%
COCCNC(=O)c1ccc(C2SCC(=O)N2Cc2ccco2)cc1 (configuration not stated),2%,8%,nt,10µM*,-5%,7%,6%,-26%
N#CCCn1cc(C=C(C#N)C#N)c(-c2ccc(Cl)cc2)n1,201%[activator],1%,-15%,-2%,2%,8%,5%,4%
O=C1NC(=Nc2cccc(O)c2)S/C1=C\c1cccnc1,31%,1%,nt,nt,-10%,nt,4%,-11%
CC(CCc1ccco1)NC(=O)c1cccc2c1C(=O)N(C1CCCCC1)C2 (configuration not stated),0%,6%,nt,?,8%,-3%,-11%,2%
CN(Cc1nc(CC2CC2)no1)CC12CC3CC(CC(C3)C1)C2,-15%,6%,nt,1%,-14%,-18%,17%,-5%
COC(=O)c1ccc(CSc2nnc(NCc3ccccc3)s2)o1,-2%,-2%,10%,-14%,-5%,-2%,4%,-13%
Cc1ccc(SCc2c(-c3ccccc3)nn(C)c2Cl)cc1,-2%,0%,-7%,3%,-2%,-6%,-15%,-2%
O=C1CN=CN=CN1c1ccc(Cl)cc1Cl,-1%,11%,-13%,4%,-19%,10%,-6%,-20%
Cc1ccnc(SCCn2c(N3CC(C)OC(C)C3)nc3c2c(=O)n(C)c(=O)n3C)n1 (configuration not stated),8%,2%,-2%,-4%,nt,1%,-4%,-2%
COc1ccc(CN2CCNC(=O)C2CC(=O)NCCc2nc(C)c(C)s2)c(OC)c1 (configuration not stated),-5%,-20%,nt,nt,1%,nt,8%,-7%
COc1ccccc1-c1nnc(SCC(=O)NCc2cccs2)n1N,-4%,7%,9%,5%,2%,-4%,2%,-1%
CCCC(C)NC(=O)c1cccc(Oc2ccccc2)c1 (configuration not stated),-28%,-2%,?,?,15%,-5%,-6%,6%
Clc1ccc(/C=N/Nc2nnc(-c3ncc[nH]3)c3ccccc23)cc1,9%,0%,?,5%,-7%,-5%,-2%,-3%
COCc1cc(C)nc(N2CCOCC2)c1C#N,2%,?,1%,?,7%,12%,9%,29%
Cc1cc(C)cc(Oc2ccccc2/C=C\C(=O)O)c1,0%,10%,?,3%,-6%,5%,0%,-2%
CCCc1cc(=O)[nH]c(SCC(=O)N2CCN(S(=O)(=O)c3ccc4ccccc4c3)CC2)n1,12%,-5%,-16%,14%,-1%,-1%,-10%,2%
CCOc1ccc(S(=O)(=O)NCc2csc(C)n2)cc1,-1%,4%,-17%,3%,-7%,1%,-7%,-3%
CCOC(=O)C1CCN(C(=O)c2cccnc2Oc2ccc(Cl)cc2)CC1,5%,-1%,nt,nt,1%,nt,-5%,5%

# (further entries)
SMILES,GoLoco inh red,JMJD2E inh,SMN2 splice enh,ALDH1A1 block,aGlu spleen mod,GAA inh,GAA glycogen,aGal spleen mod
CCOC(=O)C1=NNC2(CC(=O)N(c3cccc(C)c3)C2=O)C1 (configuration not stated),1%,12%,nt,nt,6%,nt,1%,2%
O=C(c1ccc(S(=O)(=O)NCC2CCCO2)cc1)N1CCc2ccccc21 (configuration not stated),-4%,-3%,-67%[inhibitor],-3%,-4%,-9%,-4%,2%
Cc1ccc(NC(=O)COC(=O)[C@@H]2CCCN2C(=O)c2cccs2)cc1S(=O)(=O)N(C)C,-1%,-6%,nt,nt,1%,nt,-1%,2%
CCCc1nnc(SCCSc2nnc(CCC)n2N)n1N,-6%,5%,-14%,4%,-9%,-1%,-1%,2%
O=c1c(-c2ccc(F)cc2)nc2cnc(Oc3ccccc3)nc2n1C[C@H]1CCCO1,8%,nt,-29%,?,-1%,nt,nt,-4%
CCOc1ccc(C(C)=O)cc1CN1C(=O)NC2(CCCCCCC2)C1=O,11%,6%,-9%,?,-1%,3%,-1%,-4%

# Molecules listed so far with a Cl atom (10):
SMILES,GoLoco inh red,JMJD2E inh,SMN2 splice enh,ALDH1A1 block,aGlu spleen mod,GAA inh,GAA glycogen,aGal spleen mod
CCCc1cc(C(=O)Nc2cccc(Cl)c2)no1,9%,-4%,16%,11%,-3%,3%,1%,1%
Clc1ccc(N2N=C(c3cccs3)CC2c2ccco2)cc1 (configuration not stated),5%,?,-11%,?,?,?,-8%,?
Cc1nn(C)c(=S)n1-c1ccc(Cl)cc1,-5%,-7%,6%,15%,-13%,7%,28%,2%
CC(C)(C)C(=O)NC(=S)NNC(=O)c1sc2ccccc2c1Cl,9%,-13%,-86%[inhibitor],?,-1%,-27%,?,2%
O=C(COc1ccc(Cl)cc1Cl)Nc1cccnc1,-6%,2%,-9%,7%,8%,3%,-2%,1%
N#CCCn1cc(C=C(C#N)C#N)c(-c2ccc(Cl)cc2)n1,201%[activator],1%,-15%,-2%,2%,8%,5%,4%
Cc1ccc(SCc2c(-c3ccccc3)nn(C)c2Cl)cc1,-2%,0%,-7%,3%,-2%,-6%,-15%,-2%
O=C1CN=CN=CN1c1ccc(Cl)cc1Cl,-1%,11%,-13%,4%,-19%,10%,-6%,-20%
Clc1ccc(/C=N/Nc2nnc(-c3ncc[nH]3)c3ccccc23)cc1,9%,0%,?,5%,-7%,-5%,-2%,-3%
CCOC(=O)C1CCN(C(=O)c2cccnc2Oc2ccc(Cl)cc2)CC1,5%,-1%,nt,nt,1%,nt,-5%,5%
